High-throughput results: PubChem BioAssay, National Center for Advancing Translational Sciences (NCATS)
POLK inh: qHTS for Inhibitors of Polymerase Kappa. purified Pol kappa, fluorescent DNA synthesis assay, 10 min. hit rate 0.53% among 400,000. AID 588579, 2011. DNA polymerase kappa (Homo sapiens), Q9UBT6. Potency, µM (doses to about 107 µM), for inactives: at the top dose activity, negative = inhibition, most hits filed as inhibitors; also: % is scaled to controls: 0 for no effect and ±100 for the full control effect
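Pol kappa 10 nM + cpd, 15 min RT; start w/ substrate 50 nM final; fluorescence kinetic read, 0 and 10 min. Neg ctrl: buffer, no enzyme.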
APEX1 inh: qHTS Assay for Inhibitors of the Human Apurinic/apyrimidinic Endonuclease 1 (APE1); recombinant APE1, TAMRA/BHQ-2 abasic DNA cleavage fluorescence; AID 2517, 2012; DNA repair nuclease/redox regulator APEX1 (Homo sapiens), P27695; hit rate 0.35% among 350,000; Potency, µM (top dose mostly 65.8 µM), for inactives: at the highest dose activity change, negative = inhibition, hits mostly inhibitors;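 also: plate controls were vehicle for no effect and reference inhibitor for full effect; nearly all actives have a fitted effect of over 55% in size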
Target sequence (P27695 whole entry, looked up): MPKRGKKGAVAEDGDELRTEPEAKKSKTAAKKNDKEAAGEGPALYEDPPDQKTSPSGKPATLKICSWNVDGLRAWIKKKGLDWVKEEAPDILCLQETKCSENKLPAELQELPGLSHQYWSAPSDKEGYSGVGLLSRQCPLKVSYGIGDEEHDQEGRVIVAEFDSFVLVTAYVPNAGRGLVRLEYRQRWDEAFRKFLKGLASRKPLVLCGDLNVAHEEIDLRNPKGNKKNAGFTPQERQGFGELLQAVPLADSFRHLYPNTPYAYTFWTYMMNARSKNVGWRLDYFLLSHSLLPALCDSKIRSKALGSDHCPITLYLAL
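Measures dequenching upon AP-site incision of a 5'-TAMRA/3'-BHQ-2 THF-containing duplex, 50 nM; human APE1 0.75 nM after 15 min room-temperature exposure to compound; kinetic three-point read at one-minute spacing.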
BLM helicase inh: qHTS Assay for Inhibitors of Bloom's syndrome helicase (BLM). RecQ-like DNA helicase BLM (Homo sapiens), P54132. recombinant BLM DNA unwinding, fluorescence dequenching. Potency, µM (titrated, usually from 56.1 µM), inactives show at the top dose activity change, negative = inhibition, hits mostly inhibitors. hit rate 0.2% among 350,000. AID 2528, 2010;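 also: plate controls were vehicle for no effect and no enzyme for full effect; nearly all actives have a fitted effect of over 35% in size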
JMJD2A Tudor: qHTS Assay for Inhibitors of JMJD2A-Tudor Domain. Lysine-specific demethylase 4A (Homo sapiens), O75164. AlphaScreen JMJD2A-Tudor / H3K4me3 peptide binding. Potency, µM (titrated, usually from 114 µM), for inactives: top-dose activity change, negative = inhibition, usual class: inhibitors. hit rate 4.4% among 390,000. AID 504339, 2011; also: % is scaled to controls: 0 for no effect and ±100 for the full control effect; nearly all actives have a fitted effect of over 50% in size
POLH inh: qHTS for Inhibitors of Polymerase Eta; recombinant Pol eta, fluorescent DNA replication assay; Potency, µM (titrated, usually from 114 µM), inactives show top-dose activity change, negative = inhibition, actives largely listed as inhibitors; hit rate 1.2% among 390,000; also: % is scaled to controls: 0 for no effect and ±100 for the full control effect
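Fluorescent replication assay: 50 nM final substrate added after a 15 min room-temperature compound preincubation with 10 nM enzyme. Signal taken at 0 min and again at 10 min.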
Pol beta inh: qHTS Assay for Inhibitors of DNA Polymerase Beta; AID 485314, 2010; Pol beta primer extension/strand displacement, fluorescence kinetic; hit rate 1.3% among 340,000; Potency, µM (top dose mostly 114 µM), for the others: at the top dose activity change, negative = inhibition, hits mostly inhibitors; also: % is scaled to controls: 0 for no effect and ±100 for the full control effect
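Kinetic readout of DNA synthesis with strand displacement by Pol beta. Compound and 10 nM enzyme sit 15 min at room temperature; 50 nM substrate starts the reaction, read immediately and at 10 min.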
Pol iota inh: qHTS for Inhibitors of Polymerase Iota | DNA polymerase iota (Homo sapiens), Q9UNA4 | Pol iota fluorescent replication assay, 10 min | Potency, µM (top dose mostly 115 µM), for the others: at the top dose activity, negative = inhibition, actives largely listed as inhibitors | hit rate 1% among 390,000 | AID 588590, 2011
Target sequence (Q9UNA4 whole entry, looked up): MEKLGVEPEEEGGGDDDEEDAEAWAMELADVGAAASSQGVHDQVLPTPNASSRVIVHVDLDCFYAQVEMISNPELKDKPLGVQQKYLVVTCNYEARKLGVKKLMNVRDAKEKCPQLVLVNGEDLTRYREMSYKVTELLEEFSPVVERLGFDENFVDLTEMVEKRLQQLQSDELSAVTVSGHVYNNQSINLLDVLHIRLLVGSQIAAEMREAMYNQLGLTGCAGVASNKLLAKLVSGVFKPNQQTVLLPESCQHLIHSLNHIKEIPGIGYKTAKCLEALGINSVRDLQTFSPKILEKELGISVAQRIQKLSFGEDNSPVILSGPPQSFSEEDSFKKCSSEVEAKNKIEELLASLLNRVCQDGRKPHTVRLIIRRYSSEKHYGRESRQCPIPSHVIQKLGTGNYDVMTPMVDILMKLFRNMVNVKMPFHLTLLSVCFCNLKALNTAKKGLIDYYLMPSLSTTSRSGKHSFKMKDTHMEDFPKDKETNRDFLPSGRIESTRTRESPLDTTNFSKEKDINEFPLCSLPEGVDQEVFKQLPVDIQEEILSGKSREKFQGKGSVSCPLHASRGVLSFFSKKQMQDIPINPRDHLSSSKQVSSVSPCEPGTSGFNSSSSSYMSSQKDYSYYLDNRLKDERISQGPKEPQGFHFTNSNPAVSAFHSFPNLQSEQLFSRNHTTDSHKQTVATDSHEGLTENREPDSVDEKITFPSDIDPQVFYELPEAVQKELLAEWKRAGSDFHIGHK
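Pol iota at 10 nM preincubated 15 min with compounds at room temperature; reaction started with fluorescent substrate, 50 nM final. Fluorescence read kinetically at 0 and 10 min; buffer-only wells as negative control.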
G9a inh: qHTS Assay for Inhibitors of Histone Lysine Methyltransferase G9a; Histone-lysine N-methyltransferase EHMT2 (Homo sapiens), Q96KQ7; G9a H3K9 monomethylation, AlphaScreen, 2 h; Potency, µM (top dose mostly 102 µM), without a hit: at the highest dose activity, negative = inhibition, hits mostly inhibitors; hit rate 8.8% among 350,000; AID 504332, 2011; also: % is scaled to controls: 0 for no effect and ±100 for the full control effect; nearly all actives have a fitted effect of over 75% in size
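Using a bead-based AlphaScreen, monomethylated H3K9 product from 2 h room-temperature reactions (G9a 20 nM, peptide 500 nM, SAM 20 uM) was detected with 0.5 ug/mL rabbit anti-H3K9me1 antibody.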
BAZ2B block: qHTS Assay for Inhibitors of BAZ2B; Bromodomain adjacent to zinc finger domain protein 2B (Homo sapiens), Q9UIF8; AlphaScreen BAZ2B-H3K14Ac peptide displacement; Potency, µM (doses to about 114 µM), inactives show at the highest dose activity change, negative = inhibition, most hits filed as inhibitors; hit rate 4.4% among 360,000; also: % is scaled to controls: 0 for no effect and ±100 for the full control effect; nearly all actives have a fitted effect of over 60% in size
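Compounds, titrated to a top concentration of 110 uM, were incubated 30 min at room temperature with preformed BAZ2B/acetyl-K14 H3 peptide complex (50 nM each). Proximity signal was measured by AlphaScreen after 20 min with beads.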
Active calls of the source: *; ? = inconclusive; · = not tested or not shown; & = joins results of further samples; [ ] = remark or other dose. Calls follow the shape of the dose curve; as a rule, active = well fitted curve in the direction sought with a large enough effect; inconclusive = small, poorly fitted or top-dose-only effect, or another doubt; inactive = no such curve, though single readings can be large; an effect the other way counts as inactive or inconclusive. Potency is read from the fitted curve at half-maximal effect.

JMJD2A Tudor | BLM helicase inh | POLH inh | BAZ2B block | G9a inh | Pol iota inh | APEX1 inh | Pol beta inh | POLK inh | compound
-6% | 1% | 15% | -4% | 9% | -10% | -8% | 3% | -8% | O=C(/C=C/c1cccc([N+](=O)[O-])c1)OC1CCCCC1=O (stereo unspecified)
-5% | -15% | 1% | 11% | 1% | 95%[activator] | 11% | 19% | -6% | CNC(=S)/N=C/NOCc1c(Cl)cccc1Cl
-20% | -2% | -26% | -5% | 23%[59 µM] | -10% | 15% | 19% | -8% | O=C(c1cc(C2CC2)nc2ccc(Br)cc12)N1N=C(C(F)F)CC1(O)C(F)F (stereo unspecified)
-4% | -2% | 4% | 4% | ? | 3% | -6% | 2% | 3% | COc1ccc(-c2cc(C(F)(F)F)c(C#N)c(SCC(=O)Nc3ccccc3C#N)n2)cc1
-17% | -10% | -5% | -14% | 5%[59 µM] | 26% | 12% | 6% | -15% | CCOc1ccc(NC(=O)COC(=O)CCS(=O)(=O)c2ccc(C)cc2)cc1
12% | -9% | -12% | 14% | -27%[59 µM] | -3% | -3% | 3% | -1% | COC(=O)c1cc(C#N)c(Oc2ccccc2OC)nc1C
? | -11% | -5% | ? | 56µM* | 3% | -4% | 0% | -7%[60.1 µM] | O=c1c2c3c(sc2nc(NCCO)n1CCc1ccccc1)CCCCC3
-22% | -3% | 2% | 1% | -2%[12.7 µM] | 16% | 13% | 25% | -1% | COc1ccc(NC(=O)C(F)(F)F)cc1OC
-24% | -12% | -14% | -33% | -7% | -1% | -4% | -1% | 0% | CN(CCC1CCOCC1)Cc1cn[nH]c1-c1ccc(-c2ccccc2)cc1
-13% | · | 0% | · | · | 12% | · | · | -9% | CCNC1CCC(Nc2ccnc3cc(Cl)ccc23)CC1 (stereo unspecified)
-5% | -3% | -14% | 8% | 4%[2.33 µM] | 20% | -6% | -17% | -9% | Cc1ccc(S(=O)(=O)N(CC(=O)N2CCC(C)CC2)Cc2ccccc2F)cc1
-25% | -11% | -11% | -3% | 2%[59 µM] | -1% | · | -2% | -12% | Cc1cc(Cl)ccc1NS(=O)(=O)c1ccc2c(c1)CC(C)N2C(=O)C1CCC1 (stereo unspecified)
-18% | 1% | -2% | -1% | -1%[59 µM] | 1% | · | -23% | -19% | CCCn1c2ccccc2c2cnn(CC(=O)N3CCC(C(=O)OCC)CC3)c(=O)c21
-7% | · | -9% | · | · | 18%[58.9 µM] | · | · | -15% | Cc1ccc(N2C(=O)CCC2=O)c(C)c1
-7% | -6% | -14% | 22% | 10% | 16% | 2% | -12% | -6% | O=C(OCc1c(F)cccc1Cl)c1cnc(Cl)c(Cl)c1
-3% | -7% | -5% | 4% | 4%[2.33 µM] | 8% | 17% | 18% | -16% | CCCCCC1CCC(C(=O)O)CC1 (stereo unspecified)
? | ? | 16µM* | 35µM* | ? | 22µM* | 14% | 40µM* | 79µM* | CC(C)c1ccc(Nc2nnc(SCC(=O)c3nnc(-c4ccccc4)o3)s2)cc1
? | -9% | -19% | -32% | ? | ? | -1% | 3% | -7% | COc1ccc(C(C[N+](=O)[O-])C2(c3ccc(OC)c(OC)c3)C(=O)c3ccccc3C2=O)cc1 (stereo unspecified)
-10% | -7% | -13% | -5% | ? | -4% | -1% | -1% | 0% | CCCNC(=O)Cc1c(O)c2ccccc2[nH]c1=O
-6% | 2% | -5% | -11% | 11%[12.7 µM] | 44%[activator] | 6% | 0% | 4% | CCC/C(C)=C/c1ccc(CC)cn1

Only Pol beta inh, BAZ2B block and G9a inh (three entries from above):
Structure	Pol beta inh	BAZ2B block	G9a inh
COc1ccc(NC(=O)C(F)(F)F)cc1OC	25%	1%	-2%[12.7 µM]
CCCn1c2ccccc2c2cnn(CC(=O)N3CCC(C(=O)OCC)CC3)c(=O)c21	-23%	-1%	-1%[59 µM]
Cc1ccc(S(=O)(=O)N(CC(=O)N2CCC(C)CC2)Cc2ccccc2F)cc1	-17%	8%	4%[2.33 µM]

Next part.
JMJD2A Tudor | BLM helicase inh | POLH inh | BAZ2B block | G9a inh | Pol iota inh | APEX1 inh | Pol beta inh | POLK inh | compound
14% | 0% | 8% | -1% | 6%[59 µM] | 12% | · | 8% | -1% | Cc1ccc2nc(Nc3cccc(C(F)(F)F)c3)c3nnnn3c2c1
-3% | -5% | -23% | -13% | 7%[12.7 µM] | 34%[activator] | · | -1% | -7%[60.1 µM] | CC(=O)N1c2ccccc2CC1C(=O)N1CCN(c2cccc(Cl)c2)CC1 (stereo unspecified)
-1% | 2% | -10% | 10% | 21%[59 µM] | 16% | 8% | 2% | -10% | Cc1ccc(-n2nc(C)cc2Nc2ncc(Cl)cc2Cl)cc1
? | -2% | -13% | -1% | 10%[59 µM] | 1% | -8% | 19% | 1% | Cc1ccc(OCC(=O)NN=C2c3ccccc3-c3ccccc32)cc1
5% | -4% | -13% | 2% | 29% | ? | -4% | -28% | -20% | COc1ccc2c(c1)CCC/C2=N/OC(=O)c1ccccc1OC
10% | 0% | 5% | 3% | 68%[activator] | 50%[activator] | 3% | 1% | 6% | Cc1ccn2c(C(=O)N/N=C/c3ccc(Cl)cc3)c(C)nc2c1
-12% | -3% | -10% | -15% | -47% | 13% | 15% | 56%[activator] | -13% | COc1cc(OC)cc(C(=O)N[C@H](C(=O)Nc2nc(-c3ccc(F)c(F)c3)cs2)C(C)C)c1
-10% | 1% | -14% | -9% | 53%[activator] | -1% | 41% | 0% | 8% | CC(C)OCCCNC(=O)c1ccccc1NC(=O)C1=CSCCO1
-3% | -8% | -3% | -8% | -21% | -1% | 0% | 1% | -6%[60.1 µM] | COc1ccc(/C=C(\NC(=O)c2ccc(C)cc2)C(=O)NCC2CCCO2)cc1 (stereo unspecified)
0% | 2% | -21% | -9% | 8% | 52%[activator] | -1% | 13% | -5% | CN1N=C(/C=C/c2ccccc2)CCC1=O
-10% | 2% | -10% | -8% | -6% | 134%[activator] | -1% | 1% | 1% | CCOC(=O)Cn1c(=N)n(CCOc2ccc(F)cc2)c2ccccc21
-10%&-9% | 0%&-3% | -18%&-12% | 1%&0% | 3% | 44%&19%[activator] | 5% | 25%&0% | 14%&4% | CCc1ccccc1NC(=O)c1cc(-c2ccc3c(c2)OCO3)on1
· | -3% | · | · | 9%[12.7 µM] | · | -2% | · | -6%[60.1 µM] | COc1ccc(Oc2ncc3nc(-c4ccccc4)c(=O)n(Cc4cccs4)c3n2)cc1
-9% | 3% | -1% | 1% | 4% | 112%[activator] | -1% | 1%[57.1 µM] | -8% | CC(C)(C)c1cc(NC(=O)CSc2nnc(N)s2)n(-c2ccccc2)n1
-13% | -5% | 2% | -9% | -29%[59 µM] | -7% | · | -12% | -26% | COc1ccccc1Nc1nn2c(=O)c3ccc(C(=O)NC(C)c4ccccc4)cc3nc2s1 (stereo unspecified)
-4% | -2% | -2% | -23% | -31% | 18% | -9% | 10% | 1% | Cc1cc(N2CCCC(C(=O)Nc3ccc4c(c3)CCC4)C2)n2ncnc2n1 (stereo unspecified)
-11% | -1% | -11% | -37% | -24%[12.7 µM] | 20% | -5% | 1% | -6% | CC1CCN(C(=O)CSc2nnc(-c3cccnc3)n2C2CCCCC2)CC1
-3% | · | -13% | · | · | 13% | -2% | · | 8% | OCC1=C[C@@H](O)C2C=CO[C@@H](O[C@@H]3O[C@H](CO)[C@@H](O)[C@H](O)[C@H]3O)C12 (stereo partly specified)
-2% | -3% | -20% | 17% | 4% | 134%[activator] | 0% | ? | -4% | Cc1ccc(OCCNC(=O)c2ccccc2O)cc1
-21% | -1% | -8% | 5% | · | 81%[activator] | -1% | 49% | -15% | COc1ccc(CC(=O)N/N=C/c2sccc2C)cc1
-20% | 0% | -11% | -6% | 10%[59 µM] | 21% | 2% | 1% | -15% | S=C(Nc1ccc(OCc2ccccc2)cc1)Nc1cccc(Cl)c1Cl
-10% | -4% | -18% | -6% | 1% | 161%[activator] | -6% | ? | 0% | COC(=O)Cn1c(C)nc([N+](=O)[O-])c1Br
-11% | 0% | -18% | -35% | 11% | 10% | -3% | 14% | 2% | Cc1oc(-c2ccccc2)nc1CS(=O)CC(=O)O (stereo unspecified)
-19%&-2% | 0%&-4% | -4%&-30% | -25%&-25% | 24% | -4%&-12% | 19% | 10%&-23% | -10%&-2% | COc1ccc(OC)c(CNC(=O)CCCn2ccc3cc(S(=O)(=O)N4CCCC4)ccc32)c1
-9% | -1% | -7% | 4% | 10% | 31%[activator] | 74%[activator] | -23% | -2% | O=C(N/N=C/c1cccc(O)c1)C(=O)N1CCCCCC1
12% | -1% | -21% | -1% | 50µM* | 3% | -4% | 2% | 1% | CCOC(=O)c1cc(C)nc(SC)c1C#N
0% | -1% | -1% | -3% | -41%[59 µM] | 19% | · | 33% | -1% | CC(C)c1ccc(NC(=O)CN(C)S(=O)(=O)c2ccc3c(c2)c(=O)n(C)c(=O)n3C)cc1
-3% | -1% | 6% | -27% | -3% | 9% | -2% | 3% | -11% | CCOC(=O)c1ccccc1NC(=O)Cn1cnc2c(cnn2-c2ccc(F)cc2)c1=O
-10% | 2% | 2% | 9%[57.1 µM] | -22%[59 µM] | -1% | · | 30% | -3% | Cc1oc2ncn(CC(C)C)c(=O)c2c1C(=O)NCCCN1CCCCC1
? | -9% | -14% | ? | 45µM* | 33% | -1% | 1% | 4% | Cc1cc(O)ccc1Nc1nc(-c2cccs2)cs1
-1% | -7% | -18% | -2% | 14%[0.501 µM] | 196%[activator] | 7% | -16% | -6% | COc1ccc(-c2nnc(-c3ccc(F)cc3)o2)cc1
-6% | -1% | 9% | 2% | 8%[2.33 µM] | 15% | -12% | 20% | 14% | C=CCNc1ccc(N2C(=O)CCCC2=O)cc1[N+](=O)[O-]
· | -12% | · | 32µM* | 3.5µM* | · | ? | ? | · | Nc1ccc(N2CCCCCC2)cc1
-21% | -1% | 1% | -12% | · | 17% | 5% | -16% | -19% | Cc1cnc(CN(C)C(=O)CC2C(=O)NCCN2CCCc2ccccc2)[nH]1 (stereo unspecified)

An excerpt (hit frequency here may not be typical).
